Assay outcomes as filed in PubChem BioAssay.
proCasp7 act – procaspase-7 activators, primary screen, counter-screen for procaspase-3 activator project, biochemical, absorbance, HTS, human. Caspase-7 (Homo sapiens), P55210. recombinant procaspase-7, Ac-DEVD-pNA absorbance 405 nm; D23A/D198A/D206A triple mutant, cannot self-cleave; scale: DMSO 0, 5 µM enzyme 100. activation, % at 8.5 µM. actives 0.093% (n = 330,000). AID 463210, 2010;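 active means percent activation above the screen-wide mean plus 3 SD, cut at about 25% in these data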
Target sequence (P55210 whole entry D23A/D198A/D206A): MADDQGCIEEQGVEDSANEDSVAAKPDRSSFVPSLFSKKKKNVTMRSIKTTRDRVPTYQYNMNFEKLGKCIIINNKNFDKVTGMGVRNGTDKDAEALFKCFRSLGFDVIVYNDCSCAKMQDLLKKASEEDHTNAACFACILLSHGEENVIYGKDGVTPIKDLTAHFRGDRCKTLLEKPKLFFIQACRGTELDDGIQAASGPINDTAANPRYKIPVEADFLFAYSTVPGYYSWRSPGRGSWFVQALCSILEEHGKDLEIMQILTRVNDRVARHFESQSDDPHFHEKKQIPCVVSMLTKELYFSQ
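System: Uncleavable procaspase-7 mutant enzyme; Amount: 2 µM procaspase-7 mutant as dispensed; Schedule: 1 h compound preincubation, 2 h substrate cleavage, 25 °C; Measured by: 405 nm absorbance of p-nitroaniline; Evaluation: percent activation from buffer-corrected 0–120 min absorbance change; Control set: low DMSO alone, high DMSO plus 5 µM PC-7.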
LAP4-GFP MLPCN – modulators of LAP4-GFP expression in yeast, primary screen, S. cerevisiae, multiplex flow cytometry, MLPCN library. 3 h; median GFP as percent of DMSO wells. actives 0.34% (n = 320,000). AID 2023, 2009. GFP response vs DMSO, % at 10 µM;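 active means GFP response vs DMSO above a set limit, about the screen mean plus 3 SD, cut at about 150% in these data; inconclusive means under 70 cell events counted for the yeast strain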
proCasp3 act – activators of human procaspase-3 D3A mutant, primary screen, biochemical, absorbance, PC-3 D3A mutant, single concentration. recombinant procaspase-3 D3A, Ac-DEVD-pNA absorbance 405 nm. activation, % at 8.5 µM. actives 0.11% (n = 330,000);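 active means activation above the mean of all tested compounds plus 3 SD, cut at about 21% in these data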;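 further: 0% = DMSO alone and 100% = DMSO wells spiked with extra 5 µM PC-3 D3A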
Target sequence (P42574 whole entry D9A/D28A/D175A): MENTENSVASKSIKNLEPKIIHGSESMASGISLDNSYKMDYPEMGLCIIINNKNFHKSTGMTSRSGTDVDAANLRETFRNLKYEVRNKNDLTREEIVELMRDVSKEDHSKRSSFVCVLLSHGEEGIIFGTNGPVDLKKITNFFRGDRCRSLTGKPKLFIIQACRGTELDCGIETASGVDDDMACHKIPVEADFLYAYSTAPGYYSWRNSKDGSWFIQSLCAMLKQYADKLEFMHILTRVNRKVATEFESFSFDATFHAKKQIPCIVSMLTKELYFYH
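System: Procaspase-3 D3A mutant. Medium: Zinc-free 300 mM NaCl, 50 mM HEPES, 0.01% Triton X-100. Schedule: 1 h preincubation plus 2 h reaction at 25 °C. Measured by: 405 nm absorbance of p-nitroaniline, reads at 0 and 120 min. Read-out: percent activation relative to control range.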
MEP2-GFP yeast – modulators of MEP2-GFP levels in yeast, primary screen, S. cerevisiae, multiplex flow cytometry, MLPCN library | S. cerevisiae MEP2-GFP strain, 3 h; 100% = DMSO control level | GFP response vs DMSO, % at 10 µM | actives 0.51% (n = 330,000) | AID 2016, 2009;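 active means GFP response versus DMSO above a set limit, roughly screen mean plus 3 SD, cut at about 180% in these data; inconclusive means fewer than 70 cells counted for a yeast strain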;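 further: median GFP fluorescence of the barcode-gated MEP2-GFP cells per well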
AHR activator – AHR activators, primary screen, cell-based, luminescence, luciferase reporter, human | AHR-responsive luciferase reporter cells | Aryl hydrocarbon receptor (Homo sapiens), P35869 | actives 2.5% (n = 320,000) | activation, % at 5 µM | AID 2796, 2010; in the data active means activation above about 47%;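 further: 0% = vehicle wells and 100% = reference agonist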
JMJD2C inh – inhibitors of GASC-1 histone demethylase, primary screen, biochemical, fluorescence, DELFIA europium | Lysine-specific demethylase 4C (Homo sapiens), Q9H3R0 | GST-JMJD2C(1-420) H3K9me3 demethylation | actives 0.069% (n = 330,000) | inhibition, % at 2.35 µM;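 active means more than half of a compound's replicate wells show inhibition beyond 50%, single wells judged on their own value; inconclusive means some, but no more than half, of replicates pass 50% inhibition; inactive means no replicate passes 50% inhibition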;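 further: signal counts dimethyl H3K9 product captured on neutravidin plate; 0% = median of DMSO wells and 100% = 0.3 times that DMSO median; strong numbers were not always called active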
Target sequence (Q9H3R0 1-420 limits assumed): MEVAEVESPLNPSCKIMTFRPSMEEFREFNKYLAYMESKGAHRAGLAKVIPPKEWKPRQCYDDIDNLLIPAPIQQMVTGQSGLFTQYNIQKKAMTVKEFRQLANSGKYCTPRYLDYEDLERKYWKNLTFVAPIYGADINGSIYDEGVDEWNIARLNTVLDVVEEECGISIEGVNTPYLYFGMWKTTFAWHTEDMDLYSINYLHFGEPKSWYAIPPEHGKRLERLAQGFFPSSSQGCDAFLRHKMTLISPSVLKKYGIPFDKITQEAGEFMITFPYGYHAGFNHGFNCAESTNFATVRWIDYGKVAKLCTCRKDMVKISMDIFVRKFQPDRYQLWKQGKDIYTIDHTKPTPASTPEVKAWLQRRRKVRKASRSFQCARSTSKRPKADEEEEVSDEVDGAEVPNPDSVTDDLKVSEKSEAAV
Yeast superoxide – reduction of superoxide in aged yeast, primary screen, HTS; S. cerevisiae aged cells, superoxide DHE fluorescence; stronger effect = lower value; actives 0.18% (n = 330,000); superoxide response (% of plate mean), % at 10 µM;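 active means superoxide response under a set limit, about three screen SD below normal, cut at about 65% in these data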;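 further: yeast aged for seven days with compound at 30 °C before DHE staining; 100% = average MFI of all compound-treated wells on the plate with controls excluded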
RPL19A TOR yeast – RPL19A-GFP expression modulators in yeast, primary screen, cell-based, S. cerevisiae, multiplex flow cytometry, MLPCN | S. cerevisiae RPL19A-GFP strain, 3 h; stronger effect = lower value | percent response vs DMSO, % at 10 µM | actives 0.3% (n = 330,000) | AID 2025, 2009;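 active means percent response vs DMSO below 50%; inconclusive means fewer than 70 events counted for the yeast strain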;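 further: median channel GFP fluorescence of the barcoded RPL19A-GFP strain; ratio of sample median GFP to plate DMSO average so 100% = DMSO; lower means less RPL19A-GFP as with rapamycin TOR inhibition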
An asterisk follows results filed as active; u = inconclusive; x = not tested or not shown; & = joins results of further samples. Hits appear at their usual frequency; about 3.8% have a hit in one of these screens.

SMILES	proCasp7 act	LAP4-GFP MLPCN	proCasp3 act	MEP2-GFP yeast	AHR activator	JMJD2C inh	Yeast superoxide	RPL19A TOR yeast
CN(CC(=O)Nc1ccc(F)cc1)C(=O)c1ccc(OCc2cn3ccccc3n2)cc1	-3.9	105.5	6.0	104.0	2.6	-6.7	89.9	102.0
COC(=O)c1ccc(NC(=S)NC(=O)c2cc(-c3ccccc3)nc3ccccc23)cc1	-23.1	95.0	5.2	97.4	9.0	-3.8	98.6	93.2
Cc1cccc(Nc2nnc(SC(C)C(=O)NC3CC3)s2)c1 (centres undefined)	-4.1	110.2	8.3	110.8	10.0	-0.7	118.2	106.7
CCN1C(=O)c2cccc3c(NC(=O)c4ccc5c(c4)OCCO5)ccc1c23	3.5	97.8	5.2	96.3	7.0	-16.5	90.5	97.6
Cn1cccc1C(=O)NCc1ccc(Cl)cc1	2.0	90.5	-5.8	101.3	-2.1	2.0	97.2	92.5
COc1ccc(S(=O)Cc2ccc(C(=O)N3CCN(C(=O)c4ccco4)CC3)o2)cc1 (centres undefined)	8.1	102.9	4.3	103.2	-0.4	-1.1	93.2	102.7
Cn1cnc(S(=O)(=O)N2CCN(c3cccc(C(F)(F)F)c3)CC2)c1	4.7	89.6	4.5	93.3	1.1	7.2	106.4	96.4
Cc1cc(=O)oc2cc(OCc3cc4c(cc3Cl)OCO4)ccc12	3.1	93.8	-9.8	91.0	9.6	-7.1	84.2	93.7
COc1ccc(C(=O)N2N=C(c3cccs3)CC2c2ccccc2O)cc1 (centres undefined)	3.4	120.3	-8.9	91.8	7.2	-12.9	110.9	99.4
Cn1nc(OC(=O)Nc2ccc(Cl)cc2)cc1C(F)(F)F	6.2	99.1	0.2	91.9	1.5	-8.6	94.5	94.0
O=C(OCC(=O)N(Cc1ccccc1)Cc1ccccc1)c1cccc(O)c1	15.3	96.2	4.3	105.7	-0.2	-0.2	93.7	101.7
CC1CN(C(=O)CN2C(=O)NC3(CCCCCCC3)C2=O)CC(C)O1 (centres undefined)	6.7	95.4	7.1	104.6	-1.6	9.2	103.2	99.2
CC(C)N(Cc1nc(-c2ccccc2)no1)C(=O)CCCN1C(=O)c2ccccc2C1=O	-1.8	99.5	-4.0	107.3	-2.6	-15.5&2.7	111.5	101.7
CC(=O)c1ccc(NC(=O)[C@@]2(CC(=O)O)CC(/C=C/c3ccccc3)=NO2)cc1	x	93.5	x	110.0	x	1.1	99.9	111.3
CC(CN1CCN(C)CC1)OC(=O)c1ccc(Cl)cc1Cl (centres undefined)	12.1	93.1	-48.7	101.7	0.7	-1.5	94.5	97.0
COc1cc(-c2nc3ccccn3c2NCC2CCCO2)ccc1O (centres undefined)	-0.8	99.3	0.0	106.1	-1.8	2.1	90.2	103.2
COc1ccc(NC(=O)Cn2c(=O)n(-c3ccccc3)c(=O)c3oc4ccccc4c32)c(OC)c1	10.9	92.3	2.2	100.3	-0.6	-3.8	95.2	104.9
COc1ccc(NC(=O)CC2C(=O)N(c3cccc(C)c3)C(=O)N2C2CCCCC2)cc1 (centres undefined)	10.3	92.2	-3.5	93.9	4.6	-4.0	100.8	92.6
COC(=O)c1sc(S(=O)(=O)N2CCC(C(=O)O)CC2)c(C(=O)OC)c1C	-6.1	95.7	-2.6	95.2	0.5	3.2	105.3	94.2
O=C(Nc1cccc(F)c1)/C(=C\c1cccnc1)NC(=O)c1ccco1	5.5	91.1	9.4	107.5	5.1	-9.3	110.2	109.6
Cc1nccn1S(=O)(=O)c1cc([N+](=O)[O-])ccc1Cl	3.5	97.9	-1.3	112.1	-0.4	11.7	100.8	106.4
COc1cccc(-c2ccc(NC(=O)C3CCCN(Cc4cc(C)[nH]n4)C3)cc2)c1 (centres undefined)	-0.3	98.5	4.2	106.3	38.2	3.3	100.6	103.2
NS(=O)(=O)c1ccc(NC=C2C(=O)OC3(CCCCC3)OC2=O)cc1	0.8	86.4	0.6	92.5	1.8	x	123.0	97.9
CN1CCN(CC(=O)O)CC1	2.9	95.9	-7.1	100.6	-0.3	-8.9	86.8	94.0
Cc1cccc(NC(=O)CSc2ccc(-c3cccs3)nn2)c1C	1.7	97.0	-2.6	88.2	9.1	-6.7	109.2	93.9
C=CC[C@@H](CC(=O)N(CCO)Cc1ccccc1)C(=O)N[C@H](COC(=O)[C@H](CC=C)CC(=O)OC(C)(C)C)Cc1c[nH]c2ccccc12	-5.6	109.8	-2.5	100.9	1.8	x	96.9	104.5
CC(=O)N1c2ccc(S(=O)(=O)N3CCCCC3)cc2CC1C(=O)Nc1cccc(C)c1 (centres undefined)	-6.9	u	-1.1	u	0.4	3.7	94.6	u
Cc1nn(-c2ccccc2)c(NC(=O)c2ccccc2)c1Br	-1.5	102.5	-7.1	101.3	6.5	-16.5	104.2	102.2
O=[N+]([O-])c1cc2cccnc2c2ncccc12	-2.5	109.3	-3.1	102.5	-1.4	78.1	94.8	102.1
Cc1cc(C)cc(NC(=O)COC(=O)c2ccc(CN3CCCC3=O)cc2)c1	-6.9	94.5	4.3	98.2	-0.9	-1.1	94.1	94.3
CCN(CC)C(=O)c1ccc(NS(=O)(=O)c2ccccc2)cc1	2.4	96.8	3.9	101.1	1.3	9.3	89.3	101.3
COC(=O)c1ccc(NC(=S)NC2CCCCC2C)cc1 (centres undefined)	4.6	108.3	-2.8	99.8	-0.8	1.4	98.4	100.0
O=C1CCCC2=C1C(c1cccs1)n1nc(SCc3ccc(C(=O)O)cc3)nc1N2 (centres undefined)	3.0	102.3	3.0	92.4	-0.5	2.6	93.7	96.0
CC(C)CN(C(=O)c1ccc(N2CCCC2=O)cc1)C1CCS(=O)(=O)C1 (centres undefined)	1.7	102.0	5.8	101.5	2.2	4.2	100.8	95.9
COc1ccc2c(c1)nc(SCC(=O)c1cccs1)n2C	12.0	112.8	-12.8	105.0	30.4	-5.4	108.3	97.3
O=C(OCc1nnc(-c2ccccc2)o1)c1cc(Cl)ccc1[N+](=O)[O-]	2.6	94.5	2.2	92.3	-0.8	-2.6	112.2	88.8
COc1ccc(-c2cc(CNC(=O)CCl)on2)cc1	-9.6	102.7	2.7	109.3	1.9	-2.9	99.7	103.5
Cc1nc(C(=O)Nc2ccc(Cl)cc2)sc1C1(C)CC(c2cccc([N+](=O)[O-])c2)=NO1 (centres undefined)	-3.0	125.7	7.8	91.7	36.5	-17.9	98.1	99.8
COc1cccc(CN(C(=O)Cn2nnc(-c3ccccc3F)n2)C(C(=O)NC(C)(C)C)c2ccncc2)c1 (centres undefined)	2.3	106.9	2.2	98.6	0.5	-5.1	108.4	100.5
Cn1c(SCC(=O)c2ccccc2)nnc1-c1ccccn1	7.3	109.8	-2.5	99.8	17.6	0.1	97.6	95.0
COc1ccc(C(=O)NC(=S)Nc2ccc(S(N)(=O)=O)cc2)cc1	-13.0	101.6	-6.0	99.5	1.6	-41.6	107.3	99.2
CN(C)CCCN(Cc1cc2cc3c(cc2[nH]c1=O)OCO3)C(=S)NCc1ccco1	0.1	96.7	-7.6	97.8	9.8	-31.2	98.7	95.0
COC(=O)C1=C(C)N(Cc2ccco2)C(=O)C1	3.5	103.6	-1.0	104.1	0.0	20.9	100.9	103.3
O=C(C1CCCCN1S(=O)(=O)c1ccc(F)cc1)N1CCN(c2ccccc2F)CC1 (centres undefined)	4.9	101.6	3.1	101.0	1.6	25.6&0.4	104.9	100.6
COc1ccc(NC(=O)C(=O)c2cn(CC(=O)N3CCCC3)c3ccccc23)cc1	2.7	96.7	0.9	109.5	6.5	3.1	81.5	98.2
Cc1sc(NC(=O)CSc2nnc(COc3ccccc3)n2C)c(C#N)c1C	6.8	98.8	-0.2	100.2	1.9	11.8&-0.4	109.9	100.7
Cc1nc(SCc2ccccc2)n[nH]1	-0.1	99.0	-4.1	100.3	3.6	5.5	99.7	97.4
CC(=O)N1CCN(c2ccccc2NC(=O)c2ccc(C#N)cc2F)CC1	2.6	97.6	-0.5	100.7	71.4*	1.0	92.0	106.1

Results in LAP4-GFP MLPCN and JMJD2C inh (two entries from above):
Compound,LAP4-GFP MLPCN,JMJD2C inh
COC(=O)c1sc(S(=O)(=O)N2CCC(C(=O)O)CC2)c(C(=O)OC)c1C,95.7,3.2
COc1ccc(C(=O)N2N=C(c3cccs3)CC2c2ccccc2O)cc1 (centres undefined),120.3,-12.9

New compounds follow
SMILES	proCasp7 act	LAP4-GFP MLPCN	proCasp3 act	MEP2-GFP yeast	AHR activator	JMJD2C inh	Yeast superoxide	RPL19A TOR yeast
Cc1sc2ncnc(N3CCC(C(=O)Nc4ccccc4C(C)(C)C)CC3)c2c1C	9.6	105.2	10.1	99.5	0.9	8.7	96.3	93.9
CC(C)[C@@H](NC(=O)C1CCN(C(=O)[C@@H]2CCCN2C(=O)OC(C)(C)C)CC1)C(=O)NCc1ccc(F)cc1	-2.1	105.1	-0.9	98.0	-1.0	1.3	107.2	97.8
CC1=CC(C)(C)NC(=S)N1c1cc(C)cc(C)c1	-2.4	99.0	-5.0	100.6	-0.4	8.6	100.7	126.1
Cn1c(/C(C#N)=C/c2cccc(O)c2)nc2ccccc21	-7.2	103.5	-0.7	100.2	0.2	-1.7	103.3	95.4
COCCOc1ccc(C(F)(F)F)cc1NC(=O)CN1C(=O)NC2(CCCc3ccccc32)C1=O (centres undefined)	1.3	136.8	-3.4	93.4	8.3	-7.2	123.6	90.5
COc1cc(-c2c(-c3ccc4c(c3)OCO4)noc2C)ccc1F	-1.0	117.0	4.6	86.4	2.1	4.3	94.1	91.7
Cc1cccc(NC(=O)NNC(=O)c2cc3ccccc3cc2O)c1C	4.9	100.1	-6.0	94.6	4.5	4.7	90.7	99.2
COc1cc(CCC(=O)N2CCN(S(=O)(=O)c3ccc(C)c(C)c3)CC2)cc(OC)c1OC	9.4	111.5	-2.6	104.4	-2.9	13.8	97.1	105.8
CC1(C)OC(=O)N(CC(=O)Nc2ccccc2)C1(C)O (centres undefined)	6.1	92.2	4.0	99.5	1.3	-36.6	83.8	94.4
COc1c(C(O)CC(C)C)ccc2c1C(=O)OCc1cc(C)cc(O)c1O2 (centres undefined)	6.2	103.5	3.1	103.8	1.4	-4.4	99.8	105.4
CC1=NN(C(N)=S)C(=O)C1N=Nc1ccc(Br)cc1 (centres undefined)	x	101.3	x	122.1	x	-22.3	100.5	93.4

Structures listed above shown as hits in AHR activator.
| SMILES | LAP4-GFP MLPCN | proCasp3 act | MEP2-GFP yeast | AHR activator | JMJD2C inh | RPL19A TOR yeast |
| --- | --- | --- | --- | --- | --- | --- |
| CC(=O)N1CCN(c2ccccc2NC(=O)c2ccc(C#N)cc2F)CC1 | 97.6 | -0.5 | 100.7 | 71.4* | 1.0 | 106.1 |
